# High-throughput results (PubChem)
# Rac1 GTP hydrolysis = MgcRacGAP GTPase-activating activity inhibitors, confirmation, biochemical, ADP Hunter fluorescence; Rac GTPase-activating protein 1 (Homo sapiens); MgcRacGAP-stimulated Rac1 GTP hydrolysis, ADP Hunter fluorescence; higher % means a stronger effect; GST-tagged Rac1 F28L mutant substrate; inhibition, % at 30 µM; hits with a dose series show IC50 in µM; 340,000 compounds, 0.6% hits; AID 624330, 2012;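 active = first-screen hits whose inhibition reached a set limit at any dose in the follow-up dose series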;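 note: fluorescence reports GDP produced by GAP-driven GTP hydrolysis; strong numbers were not always called active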
# NS5 inhibitors = Dengue-2 NS5 methyltransferase inhibitors, primary screen, biochemical, confirmation dose response (AID 588689) | Dengue-2 NS5 methyltransferase capping enzyme assay, biochemical; higher % means a stronger effect | 340,000 compounds, 0.3% hits | one-dose inhibition, % at 25 µM; IC50 in µM for titrated hits; in the data active = a potency from the dose series
# NS5 inhibitors pilot replicate = also measured in NS5 inhibitors; calls as there; inhibition, %; measured here: pilot screen replicate inhibition
# * hit, by the source's call. Not all compounds are listed; the hit share may differ from the screen's.
# The first 20 entries, to show the layout:
SMILES,Rac1 GTP hydrolysis,NS5 inhibitors,others
CC1C(=O)N(Cc2cn(CCC3OCCO3)nn2)CCS(=O)(=O)N1Cc1ccc(-c2ccccc2)cc1 (stereo not drawn),11%,4%,
Oc1c(CN2CCCCC2)ccc2cccnc12,5%,-8%,
CC1CCCCC12NC(=O)N(CC(=O)Nc1ccc3c(c1)OCO3)C2=O (stereo not drawn),10%,-1%,
CCOc1ccc(C(=O)OCC(=O)Nc2cc(S(=O)(=O)N3CCOCC3)ccc2N2CCOCC2)cc1,1%,4%,
COC(=O)CCC(C)C1CCC2C3CCC4CC(O)CCC4(C)C3CC(O)C12C (stereo not drawn),-2%,1%,
CN(C(=O)c1cccc(NC(=O)Cc2cccc(NC(=O)C3CCN(C(=O)C4CCCC4)CC3)c2)c1)C1CC1,3%,-8%,NS5 inhibitors pilot replicate=3.1
CC[C@H](C)[C@H]1CNC(=S)N1CC1CCN(CCCC2CCCC2)CC1,6%,2%,NS5 inhibitors pilot replicate=4.6
O=C(O)C1=C(C(=O)O)C2C=CC1C2,-1%,8%,
CCOc1cc(C=NN=C2c3ccccc3-c3ccccc32)ccc1O,23%,5%,
CC(OC(=O)CC1Sc2ccccc2NC1=O)C(=O)N(C)Cc1ccccc1 (stereo not drawn),-1%,-8%,
COc1ccc(N2CCN(C(=O)c3ccc4c(c3)CCN4S(C)(=O)=O)CC2)cc1,16%,3%,
O=C(NCc1ccccc1)C1CNCC(C(=O)NCc2ccccc2)C1 (stereo not drawn),15%,3%,
CC(=NNC(=S)N1CC2CCC(CC2)C1)c1cnccn1,9%,-5%,
OCC[C@@H]1C[C@H](O)[C@@H](O)[C@]2(OCCc3cc(C(F)(F)F)ccc32)O1,7%,-2%,
Cn1c(=O)c2[nH]c(C3CCC3)nc2n(C)c1=O,5%,4%,
COc1ccc(-n2nc3c(c2NC(=O)c2ccccc2)CS(=O)(=O)C3)cc1,2%,1%,
CC(=O)N(CCc1ccccc1)c1ccc2c(c1)C1CC2CCN1C(=O)OCc1ccccc1 (stereo not drawn),5%,1%,
C[C@@H]1CN([C@@H](C)CO)C(=O)CCCn2cc(nn2)CO[C@H]1CN(C)S(=O)(=O)c1ccccc1F,10%,-5%,
O=C(Nc1ccc(C(=O)O)cc1)/C(=C\c1ccco1)NC(=O)c1ccc(Br)cc1,18%,2%,
CCC(/C=C1\Oc2ccc(OC)cc2N1C)=C\c1sc2ccccc2[n+]1CCCS(=O)(=O)[O-],21%,-8%,

# Main list, previewed entries included:
SMILES,Rac1 GTP hydrolysis,NS5 inhibitors,others
CC1C(=O)N(Cc2cn(CCC3OCCO3)nn2)CCS(=O)(=O)N1Cc1ccc(-c2ccccc2)cc1 (stereo not drawn),11%,4%,
Oc1c(CN2CCCCC2)ccc2cccnc12,5%,-8%,
CC1CCCCC12NC(=O)N(CC(=O)Nc1ccc3c(c1)OCO3)C2=O (stereo not drawn),10%,-1%,
CCOc1ccc(C(=O)OCC(=O)Nc2cc(S(=O)(=O)N3CCOCC3)ccc2N2CCOCC2)cc1,1%,4%,
COC(=O)CCC(C)C1CCC2C3CCC4CC(O)CCC4(C)C3CC(O)C12C (stereo not drawn),-2%,1%,
CN(C(=O)c1cccc(NC(=O)Cc2cccc(NC(=O)C3CCN(C(=O)C4CCCC4)CC3)c2)c1)C1CC1,3%,-8%,NS5 inhibitors pilot replicate=3.1
CC[C@H](C)[C@H]1CNC(=S)N1CC1CCN(CCCC2CCCC2)CC1,6%,2%,NS5 inhibitors pilot replicate=4.6
O=C(O)C1=C(C(=O)O)C2C=CC1C2,-1%,8%,
CCOc1cc(C=NN=C2c3ccccc3-c3ccccc32)ccc1O,23%,5%,
CC(OC(=O)CC1Sc2ccccc2NC1=O)C(=O)N(C)Cc1ccccc1 (stereo not drawn),-1%,-8%,
COc1ccc(N2CCN(C(=O)c3ccc4c(c3)CCN4S(C)(=O)=O)CC2)cc1,16%,3%,
O=C(NCc1ccccc1)C1CNCC(C(=O)NCc2ccccc2)C1 (stereo not drawn),15%,3%,
CC(=NNC(=S)N1CC2CCC(CC2)C1)c1cnccn1,9%,-5%,
OCC[C@@H]1C[C@H](O)[C@@H](O)[C@]2(OCCc3cc(C(F)(F)F)ccc32)O1,7%,-2%,
Cn1c(=O)c2[nH]c(C3CCC3)nc2n(C)c1=O,5%,4%,
COc1ccc(-n2nc3c(c2NC(=O)c2ccccc2)CS(=O)(=O)C3)cc1,2%,1%,
CC(=O)N(CCc1ccccc1)c1ccc2c(c1)C1CC2CCN1C(=O)OCc1ccccc1 (stereo not drawn),5%,1%,
C[C@@H]1CN([C@@H](C)CO)C(=O)CCCn2cc(nn2)CO[C@H]1CN(C)S(=O)(=O)c1ccccc1F,10%,-5%,
O=C(Nc1ccc(C(=O)O)cc1)/C(=C\c1ccco1)NC(=O)c1ccc(Br)cc1,18%,2%,
CCC(/C=C1\Oc2ccc(OC)cc2N1C)=C\c1sc2ccccc2[n+]1CCCS(=O)(=O)[O-],21%,-8%,
CC(=O)c1c(O)c(C)c(O)c2c1OC1=Cc3c(c(C)nn3C)C(=O)C12C (stereo not drawn),5%,-2%,
O=C(CC1Sc2ccccc2NC1=O)NNc1ccc(Cl)cc1Cl (stereo not drawn),-6%,-1%,
C[C@@H]1CCCCO[C@H](CN(C)Cc2ccc(Cl)c(Cl)c2)[C@H](C)CN([C@@H](C)CO)C(=O)c2cc(NC(=O)Nc3ccc(F)cc3)ccc2O1,10%,-3%,
CC1CCCN(S(=O)(=O)c2ccc3c(c2)OCCO3)C1 (stereo not drawn),17%,-3%,
O=c1cc(C=NNc2ccccc2)[nH]c(=O)[nH]1,13%,2%,
Cn1cnc([N+](=O)[O-])c1S(=O)(=O)Oc1ccccc1,10%,-48%,
CC(=O)Nc1ccc2ccccc2c1[N+](=O)[O-],4%,-12%,
O=S(=O)(O)c1cc(O)c(N=Nc2ccc(O)cc2O)c2ccccc12,29µM*,22%,
CC(C)C1C(=O)N(Cc2cn(CCC3OCCO3)nn2)CCS(=O)(=O)N1Cc1ccc(-c2ccc(F)nc2)cc1 (stereo not drawn),14%,6%,
CC(NC(=O)Cc1ccc(S(=O)(=O)N2CCOCC2)s1)c1ccc(Br)cc1 (stereo not drawn),4%,0%,
O=C(O)C(Cc1ccccc1)N1C(=O)C=CC1=O (stereo not drawn),21%,>100µM*,
O=C(Nc1ccc(Cl)cc1)c1cc(S(=O)(=O)N2CCCCC2)ccc1N1CCOCC1,14%,-3%,
COC(=O)c1ccc(CNC(=O)C(Cc2ccccc2)NC(=O)c2ccccc2)cc1 (stereo not drawn),15%,-6%,
Oc1ccc(Cl)cc1CNC1CCCCC1,4%,-11%,
CCSc1cnnc2ccccc12,8%,9%,
O=[N+]([O-])c1ccc(NN=CCCc2ccccc2)nc1,0%,2%,
CCC/C=C/c1ccc(CN2C(C(C)C)C(=O)N(Cc3cn(CCC4OCCCO4)nn3)CCS2(=O)=O)cc1 (stereo not drawn),4%,6%,
Cc1ccc(S(=O)(=O)N2C[C@H]3N(C(=O)OC(C)C)N(C(=O)OC(C)C)C[C@H](OC(=O)Nc4c(C)noc4C)[C@@]3(O)C2)cc1,19%,-1%,
COC(=O)N(C)C[C@H]1OCc2cnnn2CCCC(=O)N([C@@H](C)CO)C[C@@H]1C,7%,0%,
Cc1ccccc1Nc1nc(N)nc(COC(=O)c2nn(C)c(=O)c3ccccc23)n1,9%,8%,
CN(Cc1ccccc1)C(=O)c1ccc(NC(=O)Cc2ccc(NC(=O)C3CCCN(C(=O)CCc4ccccc4)C3)cc2)cc1 (stereo not drawn),10%,-7%,
COc1cc(C2c3cc4c(cc3OC(N3CCCCC3)C2C)OCO4)cc(OC)c1O (stereo not drawn),5%,-8%,
O=Cc1ccc(OCc2cn(CC(=O)c3ccc(O)cc3)nn2)cc1,8%,-4%,
CN(C)c1ccc(C=NNc2nc3c([nH]2)c(=O)n(C)c(=O)n3C)cc1,14%,12%,
C[C@H]1CN([C@@H](C)CO)C(=O)CCCn2nncc2CO[C@H]1CN(C)S(=O)(=O)c1ccc2c(c1)OCCCO2,15%,-1%,
Nc1cc2cccnc2cc1Cl,3%,7%,
COc1ccccc1C(C(C(=O)c1ccccc1)N1CCOCC1)N1CCOCC1 (stereo not drawn),-3%,2%,
CC(C)COC(=O)N(C)C[C@H]1OCc2cnnn2CCCC(=O)N([C@H](C)CO)C[C@H]1C,8%,-4%,
O=C(OCc1cn([C@H]2C[C@H](c3ccccc3)N(Cc3cccs3)C[C@@H]2O)nn1)c1ccccc1,-2%,1%,
C[C@@]12C(=O)Nc3cc(F)c(F)cc3C(=O)N1[C@H]1c3ccccc3OC[C@@H]1[C@@H]2c1ccccc1,7%,-11%,
Cc1ccc2ccccc2c1NC(=O)CNCc1ccccc1,8%,1%,
CCCOc1ccc(C(=O)Nc2cc(S(=O)(=O)N3CCOCC3)ccc2N2CCN(CC)CC2)cc1OC,3%,-1%,
Cc1ccc(C)c(OCc2cc(C(=O)N3CCN(C4CCCCC4)CC3)no2)c1,6%,1%,
COc1ccccc1N(C)S(=O)(=O)c1ccc(C(=O)NCCCN2CCCC2=O)cc1,13%,-8%,
CCN(C1CCCCC1)S(=O)(=O)CCNC(=O)c1ccc(OC)cc1,5%,-1%,
CC1(C)CC(=O)C(CSC(=O)c2ccccc2)C(=O)C1,27%,9%,
O=C1/C(=C\c2ccccc2)CN(C(=O)CCN2CCCCC2)C/C1=C/c1ccccc1,85µM*,-7%,
O=C(NCCCCc1ccccc1)c1cccc(NC(=O)C2CCCCC2)c1,3%,0%,NS5 inhibitors pilot replicate=0.6
COc1ccc(CN2C(=O)C(CC(=O)NC3CCCC3)CC(C(=O)N(C)C)=C2C)cc1 (stereo not drawn),16%,5%,
CN1OC[C@@H]2CN(S(=O)(=O)c3cccc4ccccc34)[C@H](c3ccc(-c4ccccc4)cc3)C[C@@H]21,17%,0%,
# (list continues)
SMILES,Rac1 GTP hydrolysis,NS5 inhibitors,others
COC(=O)C1(C)COP(=O)(NC23CC4CC(CC(C4)C2)C3)OC1 (stereo not drawn),2%,6%,
O=C(CC1CC1)Nc1ccc2c(c1)[C@@H]1C[C@H](CC(=O)NC3CCCC3)O[C@@H](CO)[C@@H]1O2,2%,4%,
COc1cc(O)c(C(=O)CC(=O)c2ccncc2)c(OC)c1,8%,-6%,
COc1ccc(CNC[C@H]2O[C@@H](n3ccc(=O)[nH]c3=O)[C@H](O)[C@@H]2O)cc1OC,0%,-4%,NS5 inhibitors pilot replicate=-4.5
COc1ccc(S(=O)(=O)N2CCOCC2)cc1C(=O)Nc1cccc(C(=O)NC2CC2)c1,1%,-5%,
Cc1ccc(NCCCn2cnc(C(=O)Nc3ccc(C)c(C)c3)n2)cc1C,-3%,1%,
COc1ccc(C2CC(=O)C=C3c4ccc(OC)cc4CCC32)cc1 (stereo not drawn),0%,1%,
Cc1cc(C(=O)CN2C(=O)NC(C)(c3ccc(F)c(F)c3)C2=O)c(C)n1C1CC1 (stereo not drawn),12%,1%,
O=c1c2ccccc2c2ccccc2c(=O)n1Nc1ccccc1,10%,-11%,
Cc1ccc(Nc2cc(Cl)nc(N)n2)c([N+](=O)[O-])c1,6%,11%,
Cc1ccc(NS(=O)(=O)c2ccccc2)c(NS(=O)(=O)c2ccccc2)c1,6%,13%,
O=C(NNc1ccccc1)NC(Cc1ccccc1)C(=O)O (stereo not drawn),-4%,-10%,
CC(C)n1c(CNC(=O)c2ccccc2F)nnc1SCC(=O)c1ccc(F)cc1,10%,-9%,
CC1CCCC(C)N1C(=O)CN1C(=O)NC2(CCCCCC2)C1=O (stereo not drawn),5%,-1%,
Clc1nnc2c3ccccc3ccn12,8%,4%,
Cc1ccc(-c2csc(N)n2)cc1,21%,-9%,
COc1ccc(-c2ccc3c(c2)C2CC3CCN2C(=O)C(C)(C)C)cc1 (stereo not drawn),3%,-4%,NS5 inhibitors pilot replicate=-2.1
COC(=O)C1CC2=C(CCCC2=O)N(Cc2ccccc2)C1=O (stereo not drawn),6%,-3%,NS5 inhibitors pilot replicate=-0.3
CCCCSc1ncnc2c1ncn2C1CCCCO1 (stereo not drawn),1%,-7%,
CC(C)CC1C(=O)N(Cc2cn(CCC3OCCO3)nn2)CCS(=O)(=O)N1Cc1ccc(-c2cccc(CO)c2)cc1 (stereo not drawn),1%,9%,
Cc1ccsc1CN(C)CC(=O)N(C)CC(=O)Nc1c(Cl)cccc1Cl,14%,7%,
COc1ccc(-c2ccc3c(c2)[C@@H]2C[C@H](N(C)C(=O)Nc4ccccc4)[C@H]([C@H](C)O)C(=O)N2CC3)cc1,8%,5%,NS5 inhibitors pilot replicate=0.9
